HT1080NT lethal: qHTS for induction of synthetic lethality in tumor cells producing 2HG: qHTS for the HT-1080-NT fibrosarcoma cell line; HT-1080-NT fibrosarcoma viability, CellTiter-Glo ATP luminescence, 48 h; Potency, µM (titrated, usually from 46.1 µM), for the others: at the top dose activity, negative = less viability, actives largely listed as cytotoxic; hit rate 1.6% among 360,000; AID 686970, 2013;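 further: NT is the 2HG producing partner of a matched IDH1 knockdown line; 0% = DMSO-treated cells and -100% = media-only wells without cells; nearly all actives have a fitted effect of over 55% in size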
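HT-1080-NT; 750 cells/well; 5% FBS RPMI; 48 h compound, 37 degrees C; CellTiter-Glo luminescence; curve fitting and curve-class assignment.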
SW480 rereplic: A quantitative high throughput screen for small molecules that induce DNA re-replication in SW480 colon adenocarcinoma cells. Potency, µM (series often up to 46.1 µM), without a hit: at the top dose re-replication activation, most hits filed as activators. hit rate 1.8% among 340,000. SW480 DNA re-replication, Hoechst DNA content imaging, 48 h. AID 624297, 2012; further: % of control where 0% means no effect; nearly all actives have a fitted effect of over 55% in size
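Cells (250 per well) received 23 nL compound or DMSO by pin tool and were kept 48 hr at 37 C, 5% CO2. Nuclei were then stained with Hoechst for 40 min and scanned for DNA content.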
TDP43 rescue: qHTS of TDP-43 Inhibitors | TDP-43 expressing yeast growth rescue, BacTiter-Glo, 24 h | Potency, µM (series often up to 46.1 µM), without a hit: at the highest dose growth rescue (activation), actives largely listed as activators | hit rate 1.8% among 410,000 | AID 652104, 2013; further: % of control where 0% means no effect; nearly all actives have a fitted effect of over 50% in size
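Yeast cells expressing TDP-43 under galactose induction are exposed to compounds for 24 hr at 30 deg C. BacTiter-Glo luminescence measures growth, so protective compounds score as activators.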
GLP1R inv ag: qHTS of GLP-1 Receptor Inverse Agonists (Inhibition Mode) | Glucagon-like peptide 1 receptor (Homo sapiens), P43220 | HEK293 GLP-1R CRE-luciferase, luminescence, 24 h; GLP-1R form is constitutively active | Potency, µM (doses to about 38.3 µM), without a hit: at the highest dose activity change, negative = inhibition, most hits filed as inhibitors | hit rate 1.6% among 410,000; further: on the % scale 0 is the no-effect control and ±100 the full control effect; nearly all actives have a fitted effect of over 55% in size
Target sequence (P43220 whole entry, looked up): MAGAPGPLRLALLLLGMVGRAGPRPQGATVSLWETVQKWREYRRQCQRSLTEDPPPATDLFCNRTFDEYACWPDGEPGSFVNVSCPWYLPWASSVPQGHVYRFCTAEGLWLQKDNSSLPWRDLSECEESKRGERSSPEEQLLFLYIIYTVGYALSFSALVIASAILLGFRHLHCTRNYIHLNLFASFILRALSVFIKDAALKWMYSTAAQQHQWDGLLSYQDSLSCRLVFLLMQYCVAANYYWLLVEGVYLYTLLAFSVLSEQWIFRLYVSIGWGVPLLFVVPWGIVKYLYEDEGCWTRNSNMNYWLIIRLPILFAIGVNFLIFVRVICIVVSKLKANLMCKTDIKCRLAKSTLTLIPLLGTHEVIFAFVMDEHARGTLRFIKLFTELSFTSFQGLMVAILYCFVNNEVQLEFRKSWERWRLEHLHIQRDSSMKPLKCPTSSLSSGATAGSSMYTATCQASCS
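Cells are plated, allowed 12 hours at 37 deg C, then treated with compounds for 24 hr before luciferase detection reagent is added and luminescence is read after 12 min at room temperature. The HEK293 line carries constitutively active GLP-1R with a cAMP-responsive reporter.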
HT1080 IDH1KD tx: qHTS for induction of synthetic lethality in tumor cells producing 2HG: qHTS for the HT-1080-IDH1KD cell line; hit rate 2% among 360,000; Potency, µM (series often up to 46.1 µM), for the others: at the top dose activity, negative = toxicity, hits mostly cytotoxic; HT-1080 IDH1 knockdown viability, ATP luminescence, 48 h;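 further: 0% = DMSO wells and -100% = cell-free medium wells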
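In this qHTS, HT-1080 cells depleted of IDH1 are exposed for 48 h at 37 °C to compound titrations. Toxicity is scored from CellTiter-Glo luminescence, with DMSO as full viability and medium alone as none.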
GLP1R cytotox: qHTS of GLP-1 Receptor Inverse Agonists: Cytotox Screen. hit rate 0.13% among 410,000. HEK293 cAMP-luciferase reporter cells, luminescence, 24 h. Potency, µM (titrated, usually from 38.3 µM), without a hit: top-dose activity change, negative = inhibition, most hits filed as inhibitors;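 further: loss of luciferase light is scored as toxicity; on the % scale 0 is the no-effect control and ±100 the full control effect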
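Quantitative HTS format, 1536 wells, 200 cells/uL seeded. Compounds: 23 nL, 24 h, 37 °C. Detection: luciferase reagent, luminescence at 12 min RT; decreased signal taken as cytotoxic.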
KB-3-1 tox: qHTS assay for MDR1-selective chemotherapeutics: Primary screen using the parental adenocarcinoma cell KB-3-1; KB-3-1 viability, CellTiter-Glo ATP luminescence, 72 h; Potency, µM (titrated, usually from 46.1 µM), for the others: at the top dose activity change, negative = cytotoxic, actives largely listed as cytotoxic; hit rate 1.4% among 400,000; AID 1347075, 2019; further: on the % scale 0 is the no-effect control and ±100 the full control effect; nearly all actives have a fitted effect of over 60% in size
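Here the drug-naive KB-3-1 line serves as comparator for MDR sub-line selectivity; cells received compound titrations, 72 h at 37 °C, then CellTiter-Glo readout.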
KB-V1 cytotox: qHTS assay for MDR1-selective chemotherapeutics: Primary screen using the drug-selected MDR subline cells KB-V1; KB-V1 MDR cells viability, CellTiter-Glo, 72 h; Potency, µM (titrated, usually from 46.1 µM), for the others: at the top dose activity change, negative = cytotoxicity, most hits filed as cytotoxic; hit rate 3.4% among 400,000; AID 1347076, 2019; further: on the % scale 0 is the no-effect control and ±100 the full control effect; nearly all actives have a fitted effect of over 60% in size
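Potencies derive from concentration-effect curves fitted to normalized luminescence (CellTiter-Glo) of KB-V1 cells treated for 72 h at 37 degrees C in phenol-red-free DMEM containing 10% FBS.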
GLP1R ag: qHTS of GLP-1 Receptor Agonists | Glucagon-like peptide 1 receptor (Homo sapiens), P43220 | HEK293 GLP-1R CRE-luciferase, luminescence, 4-6 h; cells express a hypersensitive GLP-1R form | Potency, µM (doses to about 45.6 µM), inactives show top-dose activation, actives largely listed as activators | hit rate 0.007% among 380,000 | AID 624172, 2012; further: % of control where 0% means no effect
Numbers without * were called inactive; ? = inconclusive; . = not tested or not shown; [ ] = remark or other dose. The call rests on the fitted dose curve; in most records, active means well fitted curve in the direction sought with a large enough effect; inconclusive means small, poorly fitted or top-dose-only effect, or another doubt; inactive means no such curve, though single readings can be large; an effect the other way counts as inactive or inconclusive. Potency means the concentration at half of the fitted maximal effect.

SMILES | HT1080NT lethal | SW480 rereplic | TDP43 rescue | GLP1R inv ag | HT1080 IDH1KD tx | GLP1R cytotox | KB-3-1 tox | KB-V1 cytotox | GLP1R ag
COc1ccc(/C=N/NC(=O)c2ccc(CN3c4cccc5cccc(c45)S3(=O)=O)cc2)cc1 | -3% | 1% | -18% | 2% | -4% | 15% | -11% | -15% | 11%
O=C(c1ccco1)N1CCCC(c2nc3c(nnn3Cc3cccc(Cl)c3)c(=O)[nH]2)C1 (stereo not given) | ? | 22% | -17% | ? | -33% | -6% | ? | -41% | 20%
Cc1cc(C)nc(N2CCC(C(=O)NCc3ccccc3)CC2)n1 | 1% | 2% | 10% | -8% | 0% | -17% | -5% | 0% | -7%
Cc1ccc(CNC(=O)C(=O)NCC(c2ccco2)N2CCOCC2)cc1 (stereo not given) | -5% | -13% | -9% | 7% | -1% | -2% | -6% | -9% | -11%
CC(C)C(=O)Nc1ccc([N+](=O)[O-])cc1Br | 19% | 3% | 20% | 10% | 20% | -14% | 27% | ? | -20%
O=C(c1cccs1)c1ccc(-c2cccs2)s1 | -17% | ? | -14% | ? | -17% | 94%[activator] | -8% | 3% | -10%
O=C(N/N=C/c1cc([N+](=O)[O-])ccc1O)c1cc(-c2ccccc2)nc2ccccc12 | ? | ? | 1% | -2% | 4.1µM* | ? | ? | -17% | -6%
CCN1CCSc2ccc(C(=O)Nc3ccc(NC(C)=O)cc3)cc21 | -2% | -3% | 16% | -1% | -15% | 2% | -21% | -11% | 1%
COc1ccccc1Cn1c(=S)[nH]c2ccccc2c1=O | -27% | 0% | 1% | -23% | -22% | -27% | -9% | -17% | 13%
Nc1c(C(=O)NCc2ccccc2)sc2nc(N3CCOCC3)c3c(c12)CCCC3 | -24% | 7% | 0% | 52%[activator] | -19% | -1% | -1% | -26% | 22%
Cn1ccnc1SCC(=O)c1ccc([N+](=O)[O-])cc1 | 18% | -5% | -18% | 0% | 14% | 10% | -5% | -12% | 2%
CCOC(=O)c1cc(NCc2cccs2)ccc1N1CCOCC1 | -4% | 7%[1.84 µM] | . | -18% | -13% | 16% | -8% | 2% | 6%
Cc1ccc(Cc2c(-c3ccc(C#N)cc3)nc3c(C)cc(Br)cn23)cc1 | -1% | . | 21% | -2% | -1% | 4% | 0% | 14% | -3%
Cc1cc(C)c2c(=O)n3c(nc2c1)C(Cc1ccc(O)cc1)NC(=O)c1cccnc1-3 (stereo not given) | -28% | . | 11% | 2% | -23% | -17% | -8% | -24% | -5%
CCOC(=O)c1oc2cc(O)ccc2c(=O)c1-c1csc(C)n1 | 0% | -7%[9.22 µM] | 6% | -14% | 0% | -8% | 0% | 0% | 11%
N#Cc1cccc(NC(=O)CCn2ccnc2)c1 | 11% | -2% | -5% | -1% | 10% | 18% | 9% | 6% | 5%
CC(CNC(=O)C(C)C)NC(=O)C(C)C (stereo not given) | 13% | 3% | -15% | 0% | 2% | 16% | 10% | 18% | 28%
COc1ccccc1NC(=O)NNC(=O)c1cc2ccccc2cc1O | -22% | 27% | 7% | -5% | -6% | 54%[activator] | 7% | 15% | -1%
Cc1cccc(NS(=O)(=O)c2ccc(C3CCCCC3)cc2)c1 | ? | 10% | ? | ? | ? | ? | ? | ? | -9%
O=C(OCCN1CCCCC1)c1cccc(F)c1 | 3% | -4% | -20% | 3% | 9% | -2% | 0% | ? | -12%

Reprinted from the part before: 2 compounds; new compounds follow.
SMILES | HT1080NT lethal | SW480 rereplic | TDP43 rescue | GLP1R inv ag | HT1080 IDH1KD tx | GLP1R cytotox | KB-3-1 tox | KB-V1 cytotox | GLP1R ag
Cc1cccc(NS(=O)(=O)c2ccc(C3CCCCC3)cc2)c1 | ? | 10% | ? | ? | ? | ? | ? | ? | -9%
O=C(OCCN1CCCCC1)c1cccc(F)c1 | 3% | -4% | -20% | 3% | 9% | -2% | 0% | ? | -12%
CCCN(CC(=O)Nc1ccccc1OC)C(C)C(=O)NC(C)CCc1ccccc1 (stereo not given) | -1% | 1% | 16% | ? | -1% | 6% | -9% | ? | 7%
CC(CCn1cccn1)NC(=O)CCc1nnc(CCc2ccccc2)o1 (stereo not given) | 12% | -3% | 6% | 7% | 3% | 6% | 18% | 5% | 0%
O=C1CSCc2nc3ccccc3n21 | 9% | 1% | -7% | 2% | 14% | -7% | 19% | 0% | 3%
COc1ccccc1N(C)C(=O)c1cc(S(=O)(=O)N2CCCC2)cn1C | -13% | -1% | 1% | -13% | 9% | 1% | 3% | -2% | 2%
CCOc1ccc(NC(=O)c2ccc(N3CC4CC(C3)c3cccc(=O)n3C4)c(N)c2)cc1 (stereo not given) | -5% | -4% | -10% | 8% | -1% | -8% | 17% | 17% | 2%
O=C(Cc1ccccc1)NCC(=O)OCc1ccccc1F | 7% | -10% | -8% | 2% | 9% | -7% | 26% | 0% | -3%
CCCCNc1sc(S(=O)(=O)CC)nc1S(=O)(=O)c1ccc(C)cc1 | . | . | 10% | -3% | . | 1% | -1% | -20% | .
CCOC(=O)c1ccc2ncc(C(=O)OCC)c(NCCN3CCOCC3)c2c1 | 5% | -16% | 15% | -11% | 9% | 7% | -8% | -12% | 7%
Cc1ccc(NC(=O)c2sccc2C)nc1 | ? | -1% | 8% | ? | ? | ? | -13% | ? | -5%
CCCCc1c(O)nc(SCC(=O)NC(C)(C)C)n(-c2ccccc2C)c1=O | -1% | 1% | -10% | -3% | -2% | 19% | 2% | 3% | 2%
COc1c(Cl)cc(Cl)cc1CNc1ccc(S(N)(=O)=O)cc1 | -29% | -1% | -20% | ? | -29% | -1% | -29% | ? | 17%
CSc1sc(-c2n[nH]c(=S)n2C)c2c1C=CCC2 | 10% | -2% | ? | 3% | 6% | 6% | -4% | 11% | 3%
CC(=O)Nc1ccc(CN2CCC(CO)(CCOc3ccccc3)CC2)cc1 | 0% | -10% | 8% | -13% | 14% | 1% | -2% | -9% | 3%
CC(NC(=O)C12CC3CC(CC(O)(C3)C1)C2)c1ccccc1 (stereo not given) | -4% | -12% | -3% | 9% | 0% | 4% | -2% | -6% | 0%
COCC(=O)OCC(=O)c1cc(C)n(-c2ccc(Br)cc2)c1C | 5% | -24% | -23% | -8% | 12% | 14% | -6% | 10% | 2%
Clc1nc(Nc2ccc(N3CCOCC3)cc2)c2ccccc2n1 | 0% | -7% | 24% | 18% | 0% | -4% | 5% | ? | 10%
O=C(Nc1ccc(F)cc1)OCCOc1ccc(Br)cc1 | 3% | -3% | 13% | ? | 3% | 6% | 4% | -11% | 10%
Cc1ccc(NC(=O)CN2CCN(c3ccccn3)CC2)cc1S(=O)(=O)N(C)C | -7% | ? | -24% | -8%[0.307 µM] | -9% | 8%[0.307 µM] | 11% | ? | -3%
O=C(CSc1nc(-c2ccco2)cc(C(F)(F)F)n1)NCCCN1CCOCC1 | 0% | -2% | 12% | 5% | -4% | 0% | -13% | -17% | -8%
O=C(NCc1nc2ccccc2[nH]1)C1=C[C@@H](c2csc3ccccc23)C[C@@H](OCCCCO)O1 | -20% | -5% | 13% | ? | -13% | 0% | 9% | -17% | 4%

Overlap with the part before: four compounds; new compounds follow.
SMILES | HT1080NT lethal | SW480 rereplic | TDP43 rescue | GLP1R inv ag | HT1080 IDH1KD tx | GLP1R cytotox | KB-3-1 tox | KB-V1 cytotox | GLP1R ag
O=C(Nc1ccc(F)cc1)OCCOc1ccc(Br)cc1 | 3% | -3% | 13% | ? | 3% | 6% | 4% | -11% | 10%
Cc1ccc(NC(=O)CN2CCN(c3ccccn3)CC2)cc1S(=O)(=O)N(C)C | -7% | ? | -24% | -8%[0.307 µM] | -9% | 8%[0.307 µM] | 11% | ? | -3%
O=C(CSc1nc(-c2ccco2)cc(C(F)(F)F)n1)NCCCN1CCOCC1 | 0% | -2% | 12% | 5% | -4% | 0% | -13% | -17% | -8%
O=C(NCc1nc2ccccc2[nH]1)C1=C[C@@H](c2csc3ccccc23)C[C@@H](OCCCCO)O1 | -20% | -5% | 13% | ? | -13% | 0% | 9% | -17% | 4%
CC1=C(C(=O)NCc2ccccc2)C(c2ccccc2OCC(N)=O)NC(=O)N1 (stereo not given) | 7% | -9% | 0% | 1% | 12% | -3% | 14% | 12% | 1%
CCOc1ccc(CCNC(=O)CSc2cc(=O)n(CC)c3ccccc23)cc1OCC | -1% | 4% | -6% | 24% | -16% | 0% | -14% | ? | 19%
CCOc1cc(/C=N/NC(=O)C(=O)NCc2cccnc2)ccc1O | -6% | 3% | -12% | -9% | -5% | 10% | ? | ? | 6%
N#CC1(NC(=O)CSc2nnc(C3CC3)n2C2CC2)CCCCC1 | -1%[9.24 µM] | -4% | -12% | 4% | 16% | 1% | 0% | 0% | -6%
O=C(NCCn1ccc2ccccc21)C1CCCCC1 | 4% | 3% | 22% | ? | -1% | -5% | 2% | 0% | 12%
O=C(Nc1ccccc1C(=O)N1CCOCC1)c1cccc(S(=O)(=O)N2CCCC2)c1 | 0% | 1% | 12% | 1% | 0% | 6% | -5% | 9.2µM* | 2%
CCCCN1CC[C@@H]2C=CC[C@H](C(=O)OC)[C@@H]2C1=O | 6% | -1% | 16% | 2% | 13% | -2% | 3% | 11% | 15%
COc1ccc(S(=O)(=O)Nc2cc3c4c(c2)CC(=O)N4CCC3)cc1C | -17% | -14% | 7% | 9% | -19% | 13% | -22% | ? | 11%
O=C(Nc1cccc(S(=O)(=O)NCc2ccco2)c1)c1cc(-c2ccc(F)cc2)nc2ccccc12 | ? | ? | 2% | ? | ? | ? | ? | ? | -7%
CCOC(=O)c1c(NC(=O)C2c3ccccc3Oc3ccccc32)sc(C(=O)N(CC)CC)c1C | -9% | 9% | 0% | ? | -11% | 1% | ? | ? | -5%

High-throughput results: PubChem BioAssay, National Center for Advancing Translational Sciences (NCATS)
